Screens (PubChem BioAssay)
S2 tox: viability counter-screen for ATXN expression inhibitors; Potency, µM (series often up to 56.7 µM), actives largely listed as cytotoxic; AID 651635; 400,000 compounds, 0.49% hits; S2 cells (HEK-293 line with an ATXN2-luciferase reporter) viability, CellTiter-Fluor protease fluorescence, 24 h; also: nearly all actives have a fitted effect of over 40% in size
Nrf2 block: inhibitors of Nrf2 signaling; AID 504444; A549 ARE-Fluc reporter, luciferase luminescence, 18-24 h; Potency, µM (series often up to 46 µM), without a hit: top-dose activity change, negative = inhibition, hits mostly inhibitors; 360,000 compounds, 2.1% hits; also: % is scaled to controls: 0 for no effect and ±100 for the full control effect; nearly all actives have a fitted effect of over 60% in size
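Nrf2 function is reported as luminescence of an ARE-controlled luciferase in A549 cells. Compounds were tested at several concentrations, and a CellTiter-Fluor read on the same wells flagged cytotoxicity.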
TGFb SMAD3 inh: inhibitors of TGF-b signaling | 410,000 compounds, 1.2% hits | AID 588855 | HepG2 CAGA-GFP TGF-b/SMAD3 reporter, GFP fluorescence, 18 h; TGF-beta stimulated, 500 pg/mL final | Potency, µM (titrated, usually from 46.1 µM), for the others: top-dose activity, negative = inhibition, most hits filed as inhibitors; also: % is scaled to controls: 0 for no effect and ±100 for the full control effect; nearly all actives have a fitted effect of over 65% in size
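HEPG2 CAGA-GFP reporter cells (1000/well, DMEM with 1% FBS) received compounds, then recombinant TGF-beta at 500 pg/mL final for 18 hours at 37 degrees C. Per-cell GFP summed per well was normalised to unstimulated and stimulated DMSO controls before curve fitting.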
MCF10A rereplic: DNA re-replication induction in MCF 10a cells. MCF 10A DNA re-replication, Hoechst nuclear intensity, 48 h. Potency, µM (doses to about 46.1 µM), for inactives: at the highest dose activity, positive = re-replication, usual class: activators. 350,000 compounds, 2.9% hits. AID 624296; also: % of control where 0% means no effect; nearly all actives have a fitted effect of over 50% in size
ATXN2 expr inh: reduces ATXN2 reporter expression in HEK-293 cells | Potency, µM (doses to about 57 µM), for inactives: at the highest dose activity change, negative = inhibition, hits mostly inhibitors | AID 1745845 | 360,000 compounds, 0.72% hits | HEK-293 ATXN2-luciferase reporter, luminescence, 24 h; also: % is scaled to controls: 0 for no effect and ±100 for the full control effect; nearly all actives have a fitted effect of over 55% in size
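qHTS (up to 57 uM final) was run with 24 h compound exposure of reporter cells at 37 °C. Each well was multiplexed: SteadyGlo luminescence measured ATXN2-luciferase expression after a fluorogenic Gly-Phe-AFC viability readout (25 uM final).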
A549 viability: kills or reduces viability of A549 cells in Nrf2 counter-screen. A549 ARE-Fluc cells, CellTiter-Fluor viability, 18-24 h. Potency, µM (highest dose often 46 µM), inactives show at the highest dose activity change, negative = cytotoxicity, usual class: inhibitors. 390,000 compounds, 0.16% hits. AID 504648; also: % is scaled to controls: 0 for no effect and ±100 for the full control effect
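A549 ARE-Fluc cells in 5% FBS OPTI-MEM, 5000 cells/well, rested 2 h then exposed to compounds in concentration-response for 18-24 h at 37 °C. Viability by CellTiter-Fluor fluorescence (Ex 405/Em 525) after 30 min; luciferase luminescence (BugLite, 15 min, RT) read afterwards.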
EPAC2 antagonist: antagonists of human EPAC2; Q8WZA2; EPAC2 GEF exchange of Rap1B-BODIPY-GDP, fluorescence; Potency, µM (top dose mostly 114 µM), without a hit: at the highest dose activity, negative = inhibition, most hits filed as inhibitors; 360,000 compounds, 0.18% hits; AID 720708; also: % is scaled to controls: 0 for no effect and ±100 for the full control effect; nearly all actives have a fitted effect of over 45% in size; many of its hits are not listed in these tables
Target sequence (Q8WZA2 whole entry, looked up): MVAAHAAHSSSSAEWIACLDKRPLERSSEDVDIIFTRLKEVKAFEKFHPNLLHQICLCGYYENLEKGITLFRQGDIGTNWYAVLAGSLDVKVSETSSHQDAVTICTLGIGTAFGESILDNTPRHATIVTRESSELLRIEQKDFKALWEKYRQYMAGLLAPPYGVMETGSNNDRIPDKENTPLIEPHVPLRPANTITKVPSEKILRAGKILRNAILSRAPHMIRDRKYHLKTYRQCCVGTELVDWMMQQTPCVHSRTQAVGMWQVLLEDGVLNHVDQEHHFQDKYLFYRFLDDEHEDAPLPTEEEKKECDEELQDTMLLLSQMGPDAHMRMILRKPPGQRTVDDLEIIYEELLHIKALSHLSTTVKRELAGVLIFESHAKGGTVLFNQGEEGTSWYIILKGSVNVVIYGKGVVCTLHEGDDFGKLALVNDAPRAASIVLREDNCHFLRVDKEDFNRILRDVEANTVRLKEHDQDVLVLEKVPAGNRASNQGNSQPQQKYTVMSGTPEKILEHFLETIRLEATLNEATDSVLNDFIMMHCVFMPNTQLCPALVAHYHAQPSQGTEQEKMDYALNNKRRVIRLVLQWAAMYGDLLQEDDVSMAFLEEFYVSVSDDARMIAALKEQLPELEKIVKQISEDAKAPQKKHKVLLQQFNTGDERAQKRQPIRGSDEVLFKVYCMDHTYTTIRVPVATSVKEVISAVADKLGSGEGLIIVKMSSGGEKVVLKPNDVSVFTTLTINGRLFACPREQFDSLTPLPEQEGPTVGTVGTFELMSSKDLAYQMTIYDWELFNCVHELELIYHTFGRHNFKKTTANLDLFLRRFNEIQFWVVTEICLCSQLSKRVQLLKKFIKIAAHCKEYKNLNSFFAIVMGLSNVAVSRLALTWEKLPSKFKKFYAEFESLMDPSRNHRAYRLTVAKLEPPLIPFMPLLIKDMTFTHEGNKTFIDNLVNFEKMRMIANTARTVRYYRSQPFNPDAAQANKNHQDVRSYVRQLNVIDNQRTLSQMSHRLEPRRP
HepG2 tox: kills HepG2 cells in TGF-b inhibitor counter-screen. HepG2 CAGA-GFP viability, ATP luminescence, 18 h. Potency, µM (titrated, usually from 46.1 µM), without a hit: at the top dose activity change, negative = cytotoxicity, usual class: cytotoxic. 410,000 compounds, 0.76% hits; also: some results filed as inactive show a strong effect at the top dose
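HepG2 CAGA-GFP cells (1000/well, DMEM with 1% FBS) received compound, then TGF-beta at 500 pg/mL final, and were incubated 18 hours at 37 degrees C. Viability was read by CellTiter-Glo luminescence. Media-only wells were set as complete cell-killing and DMSO as no toxicity.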
Nrf2 ARE act: activators of Nrf2 (ARE) signaling; 410,000 compounds, 0.31% hits; AREc32 ARE-luciferase reporter (MCF7-derived line), luminescence, 24 h; Potency, µM (top dose mostly 46.1 µM), for inactives: at the highest dose activation, most hits filed as activators; also: % of control where 0% means no effect; nearly all actives have a fitted effect of over 65% in size
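Cells of the AREc32 ARE-luciferase line are plated in OPTI-MEM containing 5% FBS and left overnight at 37 deg C. Compounds are pinned in, incubation continues 24 hr, and firefly luciferase signal is then measured.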
* = called active by the depositor; i = inactive; u = inconclusive; x = not tested or not shown; & = joins results of further samples; [ ] = dose if it differs, or a comment. Calls follow the shape of the dose curve; as a rule, active = well fitted curve in the direction sought with a large enough effect; inconclusive = small, poorly fitted or top-dose-only effect, or another doubt; inactive = no such curve, though single readings can be large; an effect the other way counts as inactive or inconclusive. Potency is read from the fitted curve at half-maximal effect. A portion of the library; count on the stated rates, not on these rows.

Results follow in this order: S2 tox, Nrf2 block, TGFb SMAD3 inh, MCF10A rereplic, ATXN2 expr inh, A549 viability, EPAC2 antagonist, HepG2 tox, Nrf2 ARE act
(1) COC(=O)C1=C(c2cccc(C#N)c2)C[C@@H]2CC[C@H]1N2C(=O)NCC1CC1
 : i, 10.6%, -0.3%, -2.9%, 10.0%, 2.1%, -9.7%, -6.0%, -0.7%
(2) CCOc1ccc(N2C(=O)NC(=O)/C(=C\c3ccccc3[N+](=O)[O-])C2=O)cc1
 : x, -8.2%, -21.0%, u, x, -15.8%, -2.7%, -11.6%, 0.1%
(3) Cc1ccc(-[n+]2c(Cc3nn(-c4ccccc4)c(C)[n+]3-c3ccc(C)cc3)nn(-c3ccccc3)c2C)cc1
 : i, x, -4.8%, x, x, x, 4.4%, -34.2%, -0.8%
(4) C=C(Cl)CSC(=S)N(CC)CC
 : i, 27.8%, 2.4%, -2.5%, 4.2%, 5.8%, -25.6%, -18.7%, 0.4%
(5) COc1ccc(/C=C2\C(=O)NC(=O)N(CCC3=CCCCC3)C2=O)c(OC)c1
 : i, 11.2%, u, 11.2%, x, 1.1%, 1.1%, -11.3%, -1.2%
(6) Cc1ccc(Nc2nnc(-c3ccc(C)c(S(=O)(=O)NCc4nc5ccccc5[nH]4)c3)c3ccccc23)cc1
 : i, -1.9%, u, x, -12.8%, -15.6%, x, 0.0%, 12.7%
(7) COc1ccc(NC(=O)N(C)C[C@H]2Oc3c(NS(=O)(=O)c4ccc(F)cc4)cccc3C(=O)N([C@H](C)CO)C[C@@H]2C)cc1
 : i, u, 13.2%, u, 10.5%, -0.3%, 9.7%, -0.4%, 0.3%
(8) Cc1ccccc1N1CCN(Cc2ccc3c(c2)OCO3)CC1
 : i, 5.9%, -0.5%, -4.5%, u, 8.1%, 0.5%, 10.1%, 0.1%
(9) Cc1ccc(/C=C2\C(=O)NC(=S)N(c3ccccc3F)C2=O)s1
 : u, -21.3%, u, 5.8µM*, 31.6µM*, -19.0%, -1.4%, -108.6%, 3.0%
(10) CCOCCN1CCC(OC(C)=O)C(C)C1 (centres undefined)
 : i, -8.6%, -7.6%, 8.0%, -0.9%, 0.0%, -1.0%, -28.6%, -0.7%
(11) CSCCC(N=Cc1c(O)n(-c2ccc(Cl)cc2)c(=O)[nH]c1=O)C(=O)OC(C)(C)C (centres undefined)
 : x, -23.4%, -2.8%, -0.7%, x, -10.5%, 3.8%, 6.7%, -0.2%
(12) CCC(C)NC(=O)CCC(=O)OC1O[C@H]2OC3(C)CC[C@H]4[C@H](C)CCC(C1C)C24OO3 (some centres undefined)
 : u, u, -9.1%, u, -28.5%, u, -21.9%, -19.9%, 4.5%
(13) COc1ccc(/C=C2\C(=O)NC(=O)N(Cc3ccccc3)C2=O)c(OC)c1OC
 : i, 4.4%, 17.7%, 5.2%, x, 5.7%, 3.8%, 1.9%, 1.9%
(14) CCOCCc1c(O)[nH]c(=S)[nH]c1=O
 : i, -2.2%, -3.3%, -19.2%, -4.0%, -9.6%, -8.2%, 4.9%, 0.5%
(15) COc1ccc(CCNCc2cc(OC)cc(OC)c2)cc1
 : i, x, -0.7%, x, x, x, 5.8%, -5.9%, 0.4%
(16) Cc1ccc(C)c(C2(O)CC(C)N(C)CC2C)c1 (centres undefined)
 : i, x, 7.2%, -5.0%, -6.9%, 4.7%, 2.5%, 7.2%, -0.6%
(17) CC(C)N1CCN(Cc2c[nH]c3ccccc23)CC1CCO (centres undefined)
 : i, 9.5%, -3.1%, 3.3%, -11.7%, 4.9%, 4.0%, -10.8%, 0.4%
(18) CC(C)CCn1c(=O)c(C(=O)Nc2ccccc2S(N)(=O)=O)c(O)c2ccccc21
 : i, u, 20µM*, u, -37.0%, u, -15.6%, -16.4%, 2.5%
(19) S=C1Nc2ccccc2Sc2ccccc21
 : i, -20.1%, 11.1%, u, -1.4%, 2.7%, -2.5%, 8.3%, 3.3%
(20) CCc1nc2ccccc2c(=O)n1-c1ccccc1OC
 : i, -13.4%, 0.5%, 4.1%, -7.3%, -14.3%, u, 0.7%, 1.6%
(21) COc1ccccc1-n1c(O)c(C=NCc2ccc3c(c2)OCO3)c(=O)[nH]c1=O
 : i, 1.1%, 15.3%, 17.4%, -6.2%, -0.3%, 1.9%, -21.3%, 0.3%
(22) O=P1(N(CCCl)CCCl)NCCCO1 (centres undefined)
 : i, -11.9%, 47.3%[activator], 1.5%, u, -10.6%, 11.4%, 3.4%, 0.7%
(23) CC(C)N1C(=S)SC(C)(C)C1n1oc(=O)n(-c2ccc(Cl)c(Cl)c2)c1=O (centres undefined)
 : i, u, 1.2%, u, -15.9%, -15.7%, -3.7%, -24.1%, 0.2%
(24) CC(C)Sc1nnc(OC(=O)N(C)C)n1-c1ccccc1
 : i, 11.7%, -0.5%, 13.5%, -7.9%, 3.0%, 10.6%, -12.0%, 0.3%
(25) CC(CNC(=O)CCS(=O)(=O)c1ccc2c(c1)oc(=O)n2C)c1ccccc1 (centres undefined)
 : i, u, u, 0.3%, 7.0%&-5.0%, -0.8%&0.2%, -0.5%, -2.2%&-56.1%, -0.3%&-0.7%
(26) COC(=O)c1sc2nc(SCc3cccc(F)c3)n(N)c(=O)c2c1C
 : u, u, -6.5%, 0.8%, 0.5%, 0.5%, -0.5%, 23.7%, 0.2%
(27) CCCCn1c(O)c(/C(C)=N/NC(=O)Nc2ccccc2)c(=O)[nH]c1=O
 : u, 9.5%, -8.9%, u, -21.7%, -5.3%, 1.4%, -7.1%, 4.8%
(28) O=C1CC(CSc2ccc(Cl)cc2)=NN1
 : i, -8.9%, 3.4%, u, x, -12.0%, -2.3%, -1.6%, 0.5%
(29) CN1C[C@@H]2C[C@@H](c3cccn3-c3ccccn3)N3CCC[C@@]23C1=O
 : i, 11.2%, -3.5%, -23.3%, 6.1%, 0.5%, -2.3%, 0.3%, 0.0%
(30) O=C(Nc1ccc(Cl)cc1)Nc1ccc(Cl)c(Cl)c1
 : u, u, 3.16µM*, u, u, u, 7.8%, -21.4%&-42.6%, 4.4%
(31) Clc1cccc(CNCCc2ccc3c(c2)OCO3)c1
 : i, 20.2%, 5.5%, 11.3%, -10.1%, 3.1%, 13.7%, -17.2%, 0.6%
(32) COc1ccc2c(c1)NP(=S)(Oc1ccccc1)N2 (centres undefined)
 : x, u, u, -17.8%, 22.7%, -12.5%, 1.8%, 16.6%, 3.1%
(33) COc1ccccc1CN1CCCCC1c1cccnc1 (centres undefined)
 : i, u, -0.8%, 24.1%, -1.8%, -0.5%, 2.2%, -0.2%, -0.7%
(34) O=C(O)CC1OCC=C2CN3CCC45c6ccccc6NC4C1C2CC35 (centres undefined)
 : i, -2.0%, -32.3%, -0.7%, x, 10.5%, 2.0%, -39.8%, 0.1%
(35) CC1(C)CC2(CCO1)NCCN1C(=O)CSC12 (centres undefined)
 : i, x, -7.2%, -2.3%, -5.0%, 16.5%, -1.9%, -11.4%, -0.3%
(36) CC(C)CC[C@@H](O)[C@](C)(O)C1CC[C@@]2(O)C3=CC(=O)[C@@H]4C[C@@H](O)[C@@H](O)C[C@]4(C)C3CC[C@]12C (some centres undefined)
 : i, 6.6%, 1.5%, 7.4%, -0.7%, -0.6%, 40.4%[activator], -11.5%, -0.2%
(37) C[C@]12CCC3[C@@H](CCC4=CC(=O)CC[C@@]43CO)C1CCC2=O (some centres undefined)
 : i, 7.2%, u, -1.6%, x, 0.7%, 10.4%, -35.4%, 0.8%
(38) COC(=O)C1=C(C)N(C)C(=O)NC1c1cc(Cl)c(O)c(OC)c1 (centres undefined)
 : u, 0.3%, -14.4%, -3.5%, -11.2%, -2.1%, 4.1%, 5.1%, -0.2%
(39) CN1CCC(O)(c2cccs2)C(C(=O)c2cccs2)C1 (centres undefined)
 : i, -4.9%, u, u, 18.7%, 0.9%, 6.5%, -30.2%, u
(40) Cc1ccnc(NC(=O)Cn2c(=O)oc3cc(S(=O)(=O)N4CCCC4)ccc32)c1
 : i, 14.9%, -26.5%, 11.2%, 1.1%, -2.2%, 2.8%, -48.0%, -0.2%
(41) C[C@]12CCC(=O)C[C@H]1CC[C@@H]1[C@@H]2CC[C@]2(C)C(=O)CC[C@@H]12
 : i, -5.4%, 1.0%, u, -3.6%, -1.5%, -1.8%, -15.0%, -0.3%
(42) Cc1cccc(NC(=O)Cn2c(=O)oc3cc(S(=O)(=O)N4CCCCCC4)ccc32)c1
 : x, -10.1%, x, x, x, 4.0%, x, -34.3%, -0.2%
(43) CN1CCN(CC(=O)Nc2ccc(Cl)cc2C(=O)c2ccccc2)CC1
 : i, -1.2%, 17.5%, 0.1%, -5.4%, -0.7%, 4.6%, -22.4%, 3.6%
(44) CCOC(=O)c1ccccc1NC(=O)N(Cc1ccc(CC)cc1)Cc1cn[nH]c1-c1ccc(OC)cc1
 : x, 3.1%, u, x, x, 3.5%, x, -10.5%, -1.2%
(45) Cc1nc2cc(C(F)(F)F)ccc2n1C1CCN(Cc2nnnn2Cc2cccs2)CC1
 : i, u, -2.6%, 2.8%, 21.7%, -5.2%, 10.7%, -23.6%, 0.0%
(46) COc1ccc(CN2Cc3cnnn3-c3ccccc3C2c2ccccc2)cc1 (centres undefined)
 : i, u, -15.4%, 16.4µM*, -22.0%, u, u, -1.3%, 3.6%
(47) COC(=O)C1=C(c2ccccc2OCc2ccccc2)C[C@@H]2CC[C@H]1N2C(=O)NCc1ccc(F)cc1
 : u, 23.1µM*, u, 25.2%, u, u, -0.3%, 0.7%, -1.1%
(48) CN1Cc2ccccc2-n2nncc2C1
 : i, 1.2%, 0.9%, 24.8%, 1.3%, 5.7%, 4.6%, -6.0%, 0.4%
(49) CCOc1cccc(C2NCc3ccccc3-n3cccc32)c1O (centres undefined)
 : i, x, 38.5%[activator], u, -19.0%, -10.8%, -7.9%, -3.1%, -0.3%
(50) CC(C)C[C@H](NP(=O)(O)O[C@@H]1O[C@@H](C)[C@H](O)[C@@H](O)[C@H]1O)C(=O)N[C@@H](Cc1c[nH]c2ccccc12)C(=O)O
 : i, 2.0%, 14.7%, 6.9%, 6.5%, -0.2%, -9.1%, -14.1%, -0.5%
